Screening results: PubChem, National Center for Advancing Translational Sciences (NCATS)
RECQ1 helicase: inhibitors of human RECQ1 DNA helicase; P46063; RECQ1 DNA unwinding, red fluorescence kinetic read; Potency, µM (titrated, usually from 57.3 µM), for inactives: at the highest dose activity, negative = inhibition, usual class: inhibitors; hit rate 0.54% among 240,000; AID 2549;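 also: plate controls were vehicle for no effect and no enzyme for full effect; nearly all actives have a fitted effect of over 30% in size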
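50 nM RECQ1T1 preincubated 15 min with compound in Tris pH 8.0 buffer with MgCl2, DTT, Tween-20 and 2.5 ug/ml poly(dI-dC); started with 200 nM TAMRA/BHQ-2 forked duplex and 2 mM ATP. Unwinding read as fluorescence (525/598 nm), two reads 2 h apart.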
Tau ThT inhib: inhibitors of human tau fibril formation, thioflavin T binding | AID 1460 | Potency, µM (titrated, usually from 57.4 µM), inactives show top-dose activity, negative = inhibition, most hits filed as inhibitors | P10636 | recombinant tau K18 P301L, heparin-induced fibrillization, ThT fluorescence | hit rate 2.1% among 270,000; also: % is scaled to controls: 0 for no effect and ±100 for the full control effect; nearly all actives have a fitted effect of over 55% in size
Target sequence (P10636 561-689 P618L limits assumed): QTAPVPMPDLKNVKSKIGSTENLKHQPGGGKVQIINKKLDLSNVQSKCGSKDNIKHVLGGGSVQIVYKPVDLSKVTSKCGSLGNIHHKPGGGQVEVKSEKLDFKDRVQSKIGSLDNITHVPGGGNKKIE
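ThT emission at 510 nm, taken 1 hr after adding 30 uM dye, quantifies aggregates formed when 20 uM heparin acts on human tau K18 P301L for 6 hr at 37 C.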
HTT cytoprotect: protects HTT-Q103 PC12 cells, measured by ATP | Potency, µM (titrated, usually from 56.4 µM), for inactives: cytoprotection (ATP increase), most hits filed as activators | PC12 HTT-Q103 induced, cytoprotection, ATP luminescence, 40 h | hit rate 0.14% among 230,000 | AID 1471;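 also: % of control where 0% means no effect; nearly all actives have a fitted effect of over 45% in size; toxic huntingtin expression switched on by the ecdysone agonist tebufenozide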
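Quantitative HTS on tebufenozide-induced (100 nM) PC12 cells expressing HTTQ103 exon 1–GFP; compounds tested as a concentration series; survival measured via cellular ATP.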
Tau fluor counter: counter-screen for tau fibril formation inhibitors; AID 1463; hit rate 0.93% among 280,000; Potency, µM (titrated, usually from 57.7 µM), for inactives: top-dose activity change, negative = decrease; tau K18 P301L (four-repeat tau fragment) Alexa594 fluorescence, heparin fibrillization; also: % is scaled to controls: 0 for no effect and ±100 for the full control effect; nearly all actives have a fitted effect of over 55% in size
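Human K18 P301L tau (15 uM unlabeled plus 0.24 uM Alexa 594-labeled, final) in 100 mM sodium acetate pH 7 was mixed with compound and 20 uM heparin and incubated 6 hr at 37 C.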
Tau fibril FP: blocks human tau fibril formation measured by polarization; P10636; K18 P301L tau heparin fibrillization, Alexa594 FP, 6 h; Potency, µM (series often up to 57.7 µM), for inactives: at the highest dose activity, negative = inhibition, usual class: inhibitors; hit rate 0.39% among 280,000; also: % is scaled to controls: 0 for no effect and ±100 for the full control effect; nearly all actives have a fitted effect of over 55% in size
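Human K18 P301L fragment (15 uM unlabeled plus 0.24 uM Alexa 594-labeled) in 100 mM sodium acetate pH 7 with compound, aggregation induced by 20 uM heparin for 6 hr at 37 C. ThT (30 uM) added for 1 hr, then Alexa 594 FP read.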
TRb SRC2 PPI: disrupts binding of human TR beta to SRC2; Potency, µM (doses to about 106 µM), for inactives: at the top dose activity change, negative = inhibition, hits mostly inhibitors; hit rate 0.065% among 280,000; TRbeta-SRC2 peptide binding, fluorescence polarization; receptor liganded with 1 µM T3;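 also: plate controls were bound peptide for no effect and peptide without receptor for full effect; nearly all actives have a fitted effect of over 50% in size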
Target sequence (P10828 whole entry, looked up): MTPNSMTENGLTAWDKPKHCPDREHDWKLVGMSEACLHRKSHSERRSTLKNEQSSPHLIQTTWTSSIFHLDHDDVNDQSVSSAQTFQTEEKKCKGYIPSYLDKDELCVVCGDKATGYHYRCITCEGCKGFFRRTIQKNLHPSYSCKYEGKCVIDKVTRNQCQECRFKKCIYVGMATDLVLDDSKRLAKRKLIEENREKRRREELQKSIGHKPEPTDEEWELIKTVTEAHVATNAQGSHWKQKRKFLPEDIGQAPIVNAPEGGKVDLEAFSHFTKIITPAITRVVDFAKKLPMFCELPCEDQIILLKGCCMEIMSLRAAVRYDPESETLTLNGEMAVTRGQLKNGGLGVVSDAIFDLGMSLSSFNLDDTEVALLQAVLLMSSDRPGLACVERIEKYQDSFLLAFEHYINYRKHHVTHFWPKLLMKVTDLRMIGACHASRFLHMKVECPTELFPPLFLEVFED
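Polarization signal, normalized between peptide-alone and full complex controls, measured compound effects on T3-liganded human TRb LBD (0.6 uM) binding 20 nM Texas Red SRC2 peptide after 5 hr.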
TR SRC2 fluor cs: Texas Red fluorescence interference in TRb-SRC2 counter-screen. TRb/SRC2 Texas Red total fluorescence interference. Potency, µM (series often up to 106 µM), for inactives: at the top dose fluorescence change, negative = quenching. hit rate 0.29% among 280,000. AID 1479; active = well fitted curve in either direction with a large enough effect; inconclusive = small, poorly fitted or top-dose-only effect; also: % is scaled to controls: 0 for no effect and ±100 for the full control effect
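Human TRb ligand-binding domain at 0.6 uM with 20 nM Texas Red SRC2 peptide in Tris buffer containing 1 uM T3 and 5% DMSO, incubated with compound 5 h at ambient temperature. Total fluorescence (555/632 nm) calculated as parallel + 2 × perpendicular.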
L3MBTL1 block: blocks human L3MBTL1. AID 485360. AlphaScreen L3MBTL1–H3K9me1 peptide binding. Potency, µM (series often up to 57.1 µM), for the others: top-dose activity, negative = inhibition, actives largely listed as inhibitors. hit rate 0.66% among 230,000; also: % is scaled to controls: 0 for no effect and ±100 for the full control effect; nearly all actives have a fitted effect of over 60% in size
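AlphaScreen proximity signal between nickel-chelate acceptor and streptavidin donor beads (final 10 ug/mL) reports binding of 50 nM L3MBTL1 to 75 nM biotin-H3 K9me1 peptide; complex incubated with compounds 30 min at room temperature; cefsulodin titration as control.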
* = called active by the depositor; i = inactive; ? = inconclusive; · = no result given; [ ] = another dose, or the depositor's remark. Unless noted, calls follow the shape of the dose curve; as a rule, active = well fitted curve in the direction sought with a large enough effect; inconclusive = small, poorly fitted or top-dose-only effect, or another doubt; inactive = no such curve, though single readings can be large; an effect the other way counts as inactive or inconclusive. Potency is read from the fitted curve at half-maximal effect.

SMILES | RECQ1 helicase | Tau ThT inhib | HTT cytoprotect | Tau fluor counter | Tau fibril FP | TRb SRC2 PPI | TR SRC2 fluor cs | L3MBTL1 block
CC1(C)C(O)CC[C@]2(C)C1CC[C@@]1(C)C2C(=O)C=C2[C@@H]3C[C@@](C)(C(=O)O)CC[C@@]3(C)CCC21C (some centres not stated) | -7% | -8% | · | 5% | ? | 8% | -1% | ·
Cc1cc(N2CCN(C)CC2)nc2ccc(NC(=O)c3cccnc3Cl)cc12 | -3% | ? | -14% | -17% | -5% | -3% | -4% | ·
CC(=O)NCCc1cc2cc(C)c(C)cc2[nH]c1=O | -20% | -8% | -5% | -2% | -9% | -7% | 0% | 9%
Nc1cc(N)nc(SCC(=O)N2CCN(C(=O)c3ccco3)CC2)n1 | -8% | -2% | 18%[10 µM] | 0% | 5% | 3% | -2% | ·
CCOC(=O)c1[nH]c(C)c(C(=O)OCC(=O)N(C)C2CCS(=O)(=O)C2)c1C (configuration not stated) | 0% | -11% | -3% | -9% | 4% | 11% | 3% | ·
COC(=O)CSc1nsc(SCC(=O)OC)c1C#N | 9% | ? | 5%[10 µM] | -20% | -7% | 0% | -2% | 4%
COc1ccc(-n2c(Cc3cccn3C)nnc2SCC(=O)Nc2ccccc2C)cc1 | -9% | -3% | -8% | 2% | 7% | 0% | -3% | -7%
O=C(OCc1nnc(-c2ccc(Br)cc2)o1)c1cncc(Br)c1 | i | ? | -7% | -7% | -6% | 5% | -2% | -2%[11.4 µM]
COC(=O)c1c(C)oc2ccc(OC(=O)c3cccs3)cc12 | -12% | 0% | -7% | -12% | -4% | -6% | -5% | 53%[activator]
CCN(Cc1ccncc1)Cc1cn[nH]c1-c1cc(OC)c(OC)c(OC)c1 | -6% | -3% | -33%[inhibitor] | 1% | 2% | -3% | -8% | -8%
COc1cc(NC(=S)Nc2ccc(N(C)C(C)=O)cc2)cc(OC)c1 | -4% | 0% | 1%[10 µM] | -18% | -4% | -7% | 0% | -1%
Cc1ccc(NC(=O)COc2ccccc2C=O)cc1Cl | -5% | -11% | -9% | -1% | 1% | -1% | -4% | -1%
Cn1nnnc1SCc1cn2cccnc2n1 | -13% | -3% | 17%[10 µM] | 13% | 8% | -12% | 1% | 5%
CCOC(=O)c1ccc(NS(=O)(=O)c2cc(Br)cc3c2N(C(C)=O)C(C)C3)cc1 (configuration not stated) | · | -9% | · | -29% | -1% | -2% | -1% | ·
O=C1CC(SCc2nc3ccccc3[nH]2)C(=O)N1c1ccc(F)c(Cl)c1 (configuration not stated) | -6% | ? | 16% | -19% | -6% | -12% | 1% | ·
COc1cccc(OC)c1NC(=O)NC(=O)c1c(OC)c(Br)cc([N+](=O)[O-])c1OC | -8% | ? | -13%[10 µM] | -13% | -1% | -7% | 0% | 2%
O=C(C1CCCN(Cc2ccccc2)C1)N1CCCCC1 (configuration not stated) | -7% | -4% | -5% | 0% | 0% | -18% | -3% | ·
CC(C)c1ccc(NC(=S)Nc2ccc(OC(F)(F)F)cc2)cc1 | i | -2% | 3%[10 µM] | -18% | 0% | -8% | -3% | -1%[11.4 µM]
Oc1ccc2ccccc2c1Br | -4% | -11% | -50%[inhibitor] | -6% | 1% | 8% | 0% | 17%
Cc1ccc(-c2nc(N)n(C(=O)Cc3ccccc3)n2)cc1 | -4% | -1% | -2% | -4% | -4% | -3% | -5% | ·
CC1(C)Cc2c(c(-c3ccco3)nc3n[nH]c(N)c23)CO1 | -17% | -8% | -15% | -16% | -1% | -6% | 0% | -9%
CCN1C(=O)c2ccccc2S(=O)c2ccc(C(=O)NCc3ccc(OC)cc3)cc21 (configuration not stated) | · | -15% | · | -18% | 0% | 1% | 1% | ·
CCc1ccc(C(=O)c2cn(CC(=O)Nc3cc(OC)cc(OC)c3)c3ccc(CC)cc3c2=O)cc1 | · | -1% | · | -20% | -8% | -8% | 0% | ·
Cc1ccc(OCC(=O)Nc2nnc(SCc3cc(=O)n4cccc(C)c4n3)s2)cc1 | · | -2% | · | -2% | 1% | 3% | 1% | ·
CN1C(=O)OC2(C)CCc3ccccc3C12C (configuration not stated) | i | -10% | 8% | -9% | -6% | -4% | -5% | -2%

Compound profiles, as listed above. Screens in order: RECQ1 helicase | Tau ThT inhib | HTT cytoprotect | Tau fluor counter | Tau fibril FP | TRb SRC2 PPI | TR SRC2 fluor cs | L3MBTL1 block
Cc1ccc(-c2nc(N)n(C(=O)Cc3ccccc3)n2)cc1 in the list: -4% | -1% | -2% | -4% | -4% | -3% | -5% | ·
CCN(Cc1ccncc1)Cc1cn[nH]c1-c1cc(OC)c(OC)c(OC)c1 in the list: -6% | -3% | -33%[inhibitor] | 1% | 2% | -3% | -8% | -8%
CCN1C(=O)c2ccccc2S(=O)c2ccc(C(=O)NCc3ccc(OC)cc3)cc21 (configuration not stated) in the list: · | -15% | · | -18% | 0% | 1% | 1% | ·
Cc1cc(N2CCN(C)CC2)nc2ccc(NC(=O)c3cccnc3Cl)cc12 in the list: -3% | ? | -14% | -17% | -5% | -3% | -4% | ·

Next section:
SMILES | RECQ1 helicase | Tau ThT inhib | HTT cytoprotect | Tau fluor counter | Tau fibril FP | TRb SRC2 PPI | TR SRC2 fluor cs | L3MBTL1 block
CCn1cc(NC(=O)Nc2ccccc2C(=O)OC)c(C(N)=O)n1 | -1% | -16% | -7%[0.074 µM] | -22% | -13% | -8% | -3% | -3%
CC(C)C(NC(=O)CSCc1ccc([N+](=O)[O-])cc1)C(C)C | -3% | 17% | -13%[10 µM] | 20% | 3% | -1% | ? | 29%
O=S(=O)(Nc1ccc(Cl)cc1)c1cccc(S(=O)(=O)c2ccc(Cl)c(Cl)c2)c1 | · | 10% | · | ? | 11µM* | -1% | -1% | ·
COc1cc(OC)cc(-n2c(=O)[nH]c3cc(C(=O)NCCc4ccc(C)cc4)ccc3c2=O)c1 | · | -7% | · | -12% | -12% | -3% | -3% | ·
O=C(NCC1CCCO1)C1c2ccccc2Oc2ccccc21 (configuration not stated) | i | 1% | 7%[10 µM] | 0% | -7% | 2% | 1% | 2%
COCCn1ccc(O)c(Cc2ccc(Cl)cc2)c1=O | -3% | -13% | 2%[10 µM] | -11% | -7% | -2% | -3% | 3%
Cc1ccc2c(c1)c1c(c(=O)n(-c3ccccc3)c(=O)n1CC(=O)NCC1CCCO1)n2C (configuration not stated) | · | 7% | · | 1% | -3% | -2% | -1% | ·
CC1(C)SCC(C(=O)O)NC1=O (configuration not stated) | -15% | 1% | -15% | 4% | -1% | -5% | -2% | ·
O=C(c1ccccc1)N1CCCN(c2nccc(C(F)(F)F)n2)CC1 | -9% | 0% | 5%[10 µM] | -12% | -8% | -7% | 1% | 5%
Cc1nc2ccccc2n1CC(O)COc1ccccc1Cl (configuration not stated) | -10% | 1% | -4%[10 µM] | -2% | 0% | -1% | -1% | -8%
COc1cccc(N2CC(NC(=O)C3CCCCC3)CC2=O)c1 (configuration not stated) | · | -7% | · | -9% | -7% | 5% | -1% | ·
COC(=O)C(CC(C)C)NC(=O)c1ccc(F)cc1 (configuration not stated) | i | 9% | -3%[10 µM] | 4% | -4% | -2% | -3% | 2%
COc1ccc(OCc2nc3c4c(ncn3n2)-c2ccccc2CC42CCCC2)cc1 | -3% | -4% | -3%[10 µM] | 2% | 5% | 10% | 0% | 2%
CCC1CCc2c(sc(NC(=O)c3cccnc3)c2C(N)=O)C1 (configuration not stated) | -18% | -18% | -23% | -11% | -11% | 3% | -9% | -1%
Cc1ccccc1-n1c(Cc2cccs2)n[nH]c1=S | -5% | -10% | -9% | -7% | -6% | -11% | -2% | -1%
Oc1ccccc1C=NC(c1ccccc1)C(O)c1ccccc1 (configuration not stated) | i | 6% | · | -1% | 0% | 0% | 3% | -2%
CCc1cccc(C)c1NC(=S)NCC1CCN(c2ccc(OC)cc2)C1 (configuration not stated) | -6% | ? | 5%[10 µM] | ? | -7% | 3% | 4% | ·
CCc1ccc(OCc2ccc(C(=O)NCc3ccccn3)o2)cc1 | i | -24% | -5%[10 µM] | -9% | 9% | -8% | -1% | -10%
CC1=CN2C(=N)/C(=C\c3cn(CCCOc4ccccc4)c4ccccc34)C(=O)N=C2S1 | -11% | ? | -6%[1.9 µM] | ? | 7% | 0% | ? | 5%
O=C(Cc1ccccc1)NCC(=O)Nc1cccc(Br)c1 | -7% | -6% | -15% | -10% | 1% | -8% | 3% | ·
Cc1cccc(NC(=O)c2ccccc2OCC(=O)c2ccc(F)cc2)c1 | i | 1% | · | -26% | ? | 0% | 1% | 5%
O=C(N/N=C/c1cccnc1)c1cccc(S(=O)(=O)N2CCCC2)c1 | i | 1% | -2%[10 µM] | 6% | -4% | 3% | -3% | 5%
O=C(c1ccccc1)c1ccc(OCC(=O)N2CCOCC2)cc1 | -4% | 7% | 0%[10 µM] | 11% | 4% | 12% | 0% | -3%
CC1=C(C(=O)OCc2ccc(C)cc2)C(c2ccccc2C(F)(F)F)CC(=O)N1 (configuration not stated) | · | -6% | · | -9% | 4% | 1% | 0% | ·
COc1ccccc1C(=O)c1cc2ccc(O)cc2oc1=O | -12% | -14% | -28% | -10% | 7% | 1% | -2% | ·
CCOc1ccsc1C(=O)OC | -11% | -9% | 7%[10 µM] | -10% | 0% | 4% | 1% | 5%
CCOc1ccc(OCC)c(Nc2nc3ccc(Cl)cc3n3cnnc23)c1 | · | 1% | · | -11% | ? | 4% | -1% | ·
COC(=O)C(NC(=O)c1ccccc1)(Nc1nc(C)cs1)C(F)(F)F (configuration not stated) | -6% | -10% | 1% | -3% | 1% | -2% | 1% | 0%
COc1ccccc1CNC(=O)c1ccc2c(c1)sc1nc(-c3ccc(F)cc3)cn12 | · | -6% | · | -3% | -6% | -3% | -13% | ·
Oc1ccc(/C=N/Nc2ccc(C(F)(F)F)cn2)cc1O | -5% | ? | · | ? | 11% | 0% | -3% | -7%

An excerpt. The share of hits here may be higher or lower than overall.
